Bioassay records (PubChem)
KB-3-1 tox: qHTS assay for MDR1-selective chemotherapeutics: Primary screen using the parental adenocarcinoma cell KB-3-1 | AID 1347075, 2019 | Potency, µM (top dose mostly 46.1 µM), without a hit: top-dose activity change, negative = cytotoxic, most hits filed as cytotoxic | KB-3-1 viability, CellTiter-Glo ATP luminescence, 72 h | 1.4% of 400,000 active; note: potency is the fitted concentration of half-maximal effect; % is set by controls: 0 for no effect and ±100 for the full control effect; nearly all actives have a fitted effect of over 60% in size
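Screening of KB-3-1 cells (DMEM, 10% FBS, phenol-red free) ran from lowest to highest compound concentration; after 72 h at 37 °C viability was read luminescently and curves fitted.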
KB-V1 MDR tox: qHTS assay for MDR1-selective chemotherapeutics: Primary screen using the drug-selected MDR subline cells KB-V1. KB-V1 MDR cells viability, CellTiter-Glo, 72 h. Potency, µM (series often up to 46.1 µM), without a hit: top-dose activity change, negative = cytotoxicity, usual class: cytotoxic. 3.4% of 400,000 active. AID 1347076, 2019; note: potency is the fitted concentration of half-maximal effect; % is set by controls: 0 for no effect and ±100 for the full control effect; nearly all actives have a fitted effect of over 60% in size
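Luminescent ATP read-out (CellTiter-Glo, 10 min) measures survival of drug-selected KB-V1 MDR cells after 72 h, 37 degrees C compound exposure. Medium: phenol-red-free DMEM, 10% FBS. Values from fitted concentration-response curves.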
DRD3 agonist: qHTS of D3 Dopamine Receptor Agonist: qHTS; D(3) dopamine receptor (Homo sapiens), P35462; D3R DiscoveRx beta-arrestin cells, luminescence, 90 min; max activation, %; 0.58% of 410,000 active; in the data active = max activation above about 30%; note: 0% is about no effect; mostly tested at two doses, the higher about 12 µM
Target sequence (P35462 whole entry, looked up): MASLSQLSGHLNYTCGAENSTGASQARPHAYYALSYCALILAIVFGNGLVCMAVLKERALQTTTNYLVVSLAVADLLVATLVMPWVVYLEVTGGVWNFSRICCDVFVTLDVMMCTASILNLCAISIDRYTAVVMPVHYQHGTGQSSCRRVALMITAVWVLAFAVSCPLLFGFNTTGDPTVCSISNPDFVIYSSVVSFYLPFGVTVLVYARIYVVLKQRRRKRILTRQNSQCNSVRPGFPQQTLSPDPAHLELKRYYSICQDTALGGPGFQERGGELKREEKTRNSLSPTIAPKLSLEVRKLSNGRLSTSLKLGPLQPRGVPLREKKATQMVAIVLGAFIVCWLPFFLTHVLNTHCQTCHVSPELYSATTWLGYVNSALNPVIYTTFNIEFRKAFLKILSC
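Cells at 1500/well, incubated overnight, then treated with pinned compounds (dopamine as control) for 90 min at 37 degrees C. DiscoveRx reagent added for 30 - 60 minutes at room temperature; luminescence read.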
Numbers without * were called inactive; ? = inconclusive. Unless noted, calls come from the whole dose curve; as a rule, active = well fitted cell-killing curve with a large enough effect; inconclusive = small, poorly fitted or top-dose-only effect, or effect the other way; inactive = flat fitted curve, though single readings scatter.

SMILES	KB-3-1 tox	KB-V1 MDR tox	DRD3 agonist
COc1cc(-c2nc3ccc(C)cn3c2Nc2ccc(Cl)cc2)ccc1O	-22%	-15%	-1
CCCC(CCC)C(=O)Nc1cccc(-c2nc3cccnc3s2)c1C	0%	-14%	-15
CC(C)c1ccc(C2=NC(c3ccncc3)=Nc3ccc(F)cc3N2)cc1	10%	4%	-12
CCOC(=O)c1ccccc1NC(=O)CN(c1ccccc1OC)S(=O)(=O)c1ccc(C)cc1	0%	-9%	-2
CCOc1ccc(OCC)c(NC(=O)c2cc(C)nc3c2c(C)nn3-c2cccc(Cl)c2C)c1	-1%	?	4
O=C(CNC(=O)c1ccccc1F)OCc1cc(=O)n2ccsc2n1	-7%	-1%	-3
CC(C)c1ccc(NC(=O)CSC2=Nc3ccccc3C3=NC(CC(=O)NCc4ccc(F)cc4)C(=O)N23)cc1 (stereo not given)	5%	1%	-2
COc1ccc(OC)c(CNc2sc3c(c2C(=O)Nc2cc(OC)ccc2OC)CCCC3)c1	-12%	-13%	-6
Cc1ccc(-c2cc(C(=O)NCCc3ccccc3)c3ccccc3n2)cc1C	-2%	18%	7
CCc1noc(-c2ccc(N3CCC(C)CC3)c([N+](=O)[O-])c2)n1	4%	7%	-11
COc1ccc(OC)c(CCNC(=O)c2csc3c2CCCCC3)c1	?	0%	-2
CCc1ccc(NS(=O)(=O)c2c(-c3ccccc3)csc2C(=O)OC)cc1	?	?	-6
Cc1cccc(CS(=O)(=O)CC2Nc3ccc(C(=O)NCc4ccccc4)cc3NC2=O)c1 (stereo not given)	-1%	11%	5
CCc1ccc(NC(=O)CSc2nccn2C2CCCC2)cc1	-2%	6%	-16
CN(C)c1cccc(C(=O)Nc2nc3ccc(S(=O)(=O)N4CCCC4)cc3s2)c1	10µM*	21µM*	5
Cc1cccc(-n2ncc3c(NNC(=O)c4ccccc4Cl)ncnc32)c1	6%	?	-6
CCOc1ccccc1NC(=O)C1CCC(CNS(=O)(=O)c2ccc3c(c2)CCCC(=O)N3)CC1 (stereo not given)	?	5%	7
COc1cccc(N2CCN(C(=O)c3cc4c(=O)n(Cc5cccs5)ccc4nc3C)CC2)c1	1%	-13%	-5
COc1cc(OC)c(NC(=O)C2=C(C)C(=O)OC23CCCCCC3)cc1Cl	3%	1%	7
Cc1cc(C(=O)Nc2ccc(Cl)cc2)c2c(C)nn(-c3ccccc3)c2n1	-10%	-12%	2
Cc1ccc(S(=O)(=O)N2CCc3cc(C(=O)Nc4c(F)cccc4F)ccc32)cc1	-1%	3%	5
CCOc1ccc(CNC(=O)C2CCCN(c3nc4c(C)cc(C)cc4s3)C2)cc1 (stereo not given)	0%	7%	-5
COc1ccccc1CNC(=O)c1ccc2c(c1)CCN2S(=O)(=O)c1ccc(Cl)cc1	1%	5%	0
CC(C)c1nc2ccc(C(=O)NCCCN3CCN(c4ccccc4F)CC3)cc2o1	-13%	-13%	8
COc1cc(OC)c(NC(=O)Cn2c(=O)c(C(F)(F)F)nc3ccccc32)cc1Cl	0%	0%	8

Molecules from the list above with two or more sulfur atoms (two):
SMILES	KB-3-1 tox	KB-V1 MDR tox	DRD3 agonist
CCc1ccc(NS(=O)(=O)c2c(-c3ccccc3)csc2C(=O)OC)cc1	?	?	-6
CN(C)c1cccc(C(=O)Nc2nc3ccc(S(=O)(=O)N4CCCC4)cc3s2)c1	10µM*	21µM*	5

Carrying on.
SMILES	KB-3-1 tox	KB-V1 MDR tox	DRD3 agonist
CCOC(=O)CSc1nc2ccc(NC(=O)c3ccc(F)cc3)cc2s1	19%	5%	1
COc1cccc2sc(N(Cc3cccnc3)C(=O)Cc3ccccc3)nc12	0%	-3%	-13
COc1ccc(CCNC(=O)NCc2noc3ccccc23)c(OC)c1	5%	-5%	4
Cc1cc(C)cc(OCC(=O)Nc2nonc2-c2ccc(Br)cc2)c1	3%	29%	-14
Cc1c(Cl)cccc1NC(=O)C(C)n1nc(C)c2c(C)n(-c3ccccc3)nc2c1=O (stereo not given)	1%	1%	-6
O=C(COc1ccc(Cl)cc1)OCc1cc(=O)n2nc(-c3cccs3)sc2n1	3%	10%	7
CCOC(=O)c1cccc(NC(=O)c2cc3c(=O)n(Cc4ccccc4)ccc3nc2C)c1	-6%	-22%	-6
O=C(Nc1ccc(SC(F)F)cc1)c1cc(-c2cccs2)on1	-2%	22%	-2
CCCCOc1ccc(CNC(=O)c2cnc3sc(N4CCC(C)CC4)nn3c2=O)cc1	-4%	-13%	-4
Cc1cccc(C)c1OC(=O)CSc1nnc(-c2ccc3c(c2)OCO3)o1	5%	10%	3
Cc1noc2nc(C(=O)O)nc(N3CCCCC3)c12	-4%	-1%	-3
O=C(CN1Cc2ccccc2C1=O)Nc1cc(F)ccc1F	3%	8%	-10
COC(=O)c1ccc(NC(=O)C2CCN(S(=O)(=O)c3ccc4c(c3)CCCN4C(C)=O)CC2)cc1	-19%	5%	-5
Cc1ccc(CNC(=O)c2ccc(N3CCCC3)c(NC(=O)Nc3ccc(F)c(Cl)c3)c2)cc1	21%	4%	7
COc1cc(C)ccc1OCCSc1nnc(-c2ccc(C)cc2)o1	14%	5%	-3
Cc1cc(C)c(NC(=O)c2cc(S(=O)(=O)N3CCN(c4ccccc4F)CC3)ccc2F)c(C)c1	-18%	0%	6
Cc1ccc(CSc2oc(-c3ccco3)nc2S(=O)(=O)c2ccc(Cl)cc2)cc1	-9%	-27%	-2
CCCc1nn2c(=O)cc(COC(=O)c3ccccc3NC(=O)C3CCCCC3)nc2s1	-12%	-1%	-28
Cc1nnc(SCC(=O)NCc2ccc(N(C)C)cc2)c2nn(-c3ccccc3)c(C)c12	-7%	2%	-14
O=C(COc1ccc(Br)cc1)Nc1cccc2cccnc12	1%	18%	1
CCOC(=O)c1ccc(NC(=O)Cc2coc3cc(C)cc(C)c23)cc1	0%	11%	4
CCOc1ccc(N2C(=O)c3n[nH]c(-c4cccs4)c3C2c2cccc(F)c2)cc1 (stereo not given)	0%	0%	8
Cc1ccc(CN2c3ccccc3-c3nc(SCC(=O)Nc4c(C)cc(C)cc4C)ncc3S2(=O)=O)cc1	-7%	-33%	8
COc1ccc(NC(=O)CC(C)n2nc(C)cc2C)cc1Cl (stereo not given)	3%	9%	3
COc1ccc(NC(=O)CCn2c(-c3ccc(F)cc3)cc(C(C)=O)c2C)c(OC)c1	-23%	5%	-1
SMILES	KB-3-1 tox	KB-V1 MDR tox	DRD3 agonist
Cc1cccc(C(C)C)c1NC(=O)C(NS(=O)(=O)c1cccc2nsnc12)c1ccccc1 (stereo not given)	-6%	-12%	-4
Cc1ccc(C)c(NC(=O)Cn2c(=O)n(Cc3nc(C)no3)c(=O)c3cc4c(cc32)OCO4)c1	11%	4%	-4
COCc1nc2cccnc2n1C1CCN(S(=O)(=O)N(C)C)CC1	1%	-4%	5
CN(C)c1ccc(CNC(=O)C2CCN(c3nc4ccccc4[nH]3)CC2)cc1	5%	7%	-1
COCCCNc1ncnc2onc(-c3ccc(F)cc3)c12	-7%	-2%	2
Cc1nn(C)c2c1c(C(F)(F)F)cc(=O)n2C(C)C(=O)NCCc1ccc(Cl)cc1 (stereo not given)	2%	-10%	-6
CC(C)c1ccc(NC(=O)CCCc2nc(-c3ccc(Cl)cc3)no2)cc1	7%	2%	3
CC(C)c1ccc(NS(=O)(=O)c2ccc3[nH]c(=O)ccc3c2)cc1	1%	26%	-1
Cc1oc(-c2cccc(Cl)c2)nc1CN1CCCC(C(=O)NCc2ccc(Cl)cc2)C1 (stereo not given)	-20%	-5%	-10
Cc1cc(C)c(NC(=O)Cn2c(=O)n(Cc3ccccc3)c(=O)c3c(C)c(C(=O)N(C)C)sc32)c(C)c1	-1%	15%	0
CCC(Cc1ccccc1)NC(=O)c1oc(=O)c2ccccc2c1-c1ccccc1 (stereo not given)	-14%	-21%	2
Cc1cccc(C)c1Nc1c(-c2ccc(O)cc2)nc2sccn12	-1%	1%	-18
COc1ccc(S(=O)(=O)c2c(Nc3c(C)cccc3C)sc(C(=O)c3ccc(F)cc3)c2N)cc1	5.8µM*	?	-19
Cc1c(Cl)cccc1NC(=O)c1ncoc1-c1ccco1	-1%	-1%	-15
CC(C)CN(CCCNC(=O)c1cc(=O)[nH]c2ccc(S(=O)(=O)N3CCCCCC3)cc12)CC(C)C	9%	27%	0
COc1cc2c(cc1NC(=O)COc1ccc(Br)c(C)c1)oc1ccccc12	2%	-2%	10
COc1ccc(CNC(=O)c2c3c(nc4ccccc24)C(=O)N(C2CCCCC2)C3)cc1	1%	4%	5
CC(C)c1nnc(NC(=O)c2nc(SCc3ccc(F)cc3)ncc2Cl)s1	-6%	16%	1
N#Cc1c[nH]n2c(NC3CCCC3)c(-c3ccc(Br)cc3)nc12	1%	25%	-6
CCCn1ccc2c(OCC(=O)Nc3ccccc3OCC)cccc2c1=O	-1%	?	6
COc1ccc(CN2C(=O)N(c3ccc(C)cc3)C(=O)C2CC(=O)Nc2ccccc2)cc1OC (stereo not given)	4%	10%	-8
COC(=O)c1cc2sc(C)cc2n1CC(=O)Nc1cccc(SC)c1	2%	8%	-11
Cc1oc(-c2ccccc2)nc1Cn1c(=O)cc(-c2ccccc2)c2c(C)nn(C)c21	-1%	-6%	-7
Cc1cc(C)c2c(=O)cc(C(=O)Nc3sc4c(c3C(=O)NCc3cccnc3)CCCC4)oc2c1	14%	5%	2
COc1ccc(CNc2ncnc3c2c(-c2ccccc2)cn3-c2ccccc2)cc1	-13%	-11%	0

The list goes on; the last 3 above are carried over.
SMILES	KB-3-1 tox	KB-V1 MDR tox	DRD3 agonist
Cc1oc(-c2ccccc2)nc1Cn1c(=O)cc(-c2ccccc2)c2c(C)nn(C)c21	-1%	-6%	-7
Cc1cc(C)c2c(=O)cc(C(=O)Nc3sc4c(c3C(=O)NCc3cccnc3)CCCC4)oc2c1	14%	5%	2
COc1ccc(CNc2ncnc3c2c(-c2ccccc2)cn3-c2ccccc2)cc1	-13%	-11%	0
CC(C)c1cccc(OCCn2c(-c3ccc(Cl)cc3)nc3ccccc3c2=O)c1	?	?	-16
Cc1ccc(N2CCN(C(=O)Cn3ncc4c([nH]c5ccc(C)cc54)c3=O)CC2)c(C)c1	-5%	1%	0
COc1ccc(Nc2nc(N)nc(CSc3nc4cc(OC)ccc4s3)n2)cc1	0%	-25%	6
Cc1cccc(N(C)S(=O)(=O)c2cc(-c3cnc(C4CC4)o3)ccc2C)c1	0%	-16%	-10
COc1ccc(N(CC(=O)NCCc2ccccc2)S(=O)(=O)c2ccc(OC)c(OC)c2)cc1	26%	-10%	5
Cc1cccc(CCNC(=O)c2sc3nc4n(c(=O)c3c2C)CCCC4)c1	2%	-28%	-11
Cc1ccc(C)c(NC(=O)CN2C(=O)COc3ccc(Cl)cc32)c1	11%	4%	-3
Cc1ccc(CNC(=O)CCc2c(C)nc3c(c(C)nn3-c3ccccc3)c2C)cc1	10%	-3%	4
Cc1ccccc1C(=O)Nc1ccc(S(=O)(=O)N2CCC(c3nc4ccccc4s3)CC2)cc1	2%	-13%	-13
Cc1oc(-c2cccc(Cl)c2)nc1CN1CCC(C(=O)NCCc2ccc(Cl)cc2)CC1	4%	4%	-11
Cc1cc(C)n(C(C)CC(=O)Nc2ccc(C)c(F)c2)n1 (stereo not given)	13%	10%	-16
Fc1ccc(CN2CCc3nc(Nc4ccccc4)ncc3C2)cc1F	-3%	-14%	-3
CCOC(=O)c1ccccc1NC(=O)CSc1ncc2c(n1)-c1ccccc1N(CC)S2(=O)=O	-4%	3%	5
COc1ccc2sc(N(Cc3cccnc3)C(=O)CCc3ccccc3)nc2c1	-16%	?	-1
CCOc1ccc(N2CC(c3nc4ccccc4n3CCCOc3ccccc3OC)CC2=O)cc1 (stereo not given)	-19%	-16%	-17
COc1ccc(C(=O)OC2=C(C(=O)c3ccccc3)N(C)S(=O)(=O)c3ccccc32)cc1OC	0%	0%	-22
N#Cc1c(-n2ncnc2-c2ccc(F)cc2)sc2c1CCCCC2	6%	-1%	3
CCOC(=O)N1CCN(Cc2nc3cc([N+](=O)[O-])ccc3n2C(C)C)CC1	-6%	?	-9
CN1CCN(C(=O)C(=O)Nc2c3c(nn2-c2ccc(F)cc2)CSC3)CC1	-6%	-6%	4
Cc1ccc(CNC(=O)C2CCCN(S(=O)(=O)c3ccc4c(ccn4C)c3)C2)cc1 (stereo not given)	8%	5%	5
Cc1nn2c(C)c(C(=O)N3CCN(c4ccccc4)CC3)cnc2c1-c1ccccc1	-3%	7%	3

Fetched by structure from the list above, 3 records:
SMILES	KB-3-1 tox	KB-V1 MDR tox	DRD3 agonist
COc1ccc(Nc2nc(N)nc(CSc3nc4cc(OC)ccc4s3)n2)cc1	0%	-25%	6
Cc1ccc(CNC(=O)C2CCCN(S(=O)(=O)c3ccc4c(ccn4C)c3)C2)cc1 (stereo not given)	8%	5%	5
Cc1oc(-c2cccc(Cl)c2)nc1CN1CCC(C(=O)NCCc2ccc(Cl)cc2)CC1	4%	4%	-11

The list is partial (hit frequency here may not be typical).
